Tb PFK block: inhibitors of T. brucei phosphofructokinase; Potency, µM (titrated, usually from 57.5 µM), for the others: top-dose activity, negative = inhibition, actives largely listed as inhibitors; 330,000 tested, 0.17% active; T. brucei PFK, ADP-Glo luminescence; AID 485367; O15648;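 further: potency means the concentration at half of the fitted maximal effect; 0% = uninhibited 1x PFK enzyme wells and -100% = no-enzyme wells; nearly all actives have a fitted effect of over 60% in size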
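1.25 nM PFK with 0.5 mM F6P and 0.1 mM ATP in 0.1 M TEA pH 8.0, 5 mM MgCl2, incubated 45 min at room temperature; ADP measured by ADP-Glo luminescence; compounds titrated up to 57 uM.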
FBPA coupling cs: inhibits coupling enzyme system, counter-screen for aldolase hits; coupling enzyme system counterscreen, AmpLite Red fluorescence; activity change, negative = inhibition, % at 58.2 µM, hits read low; 290,000 tested, 0.67% active; in the data active means activity change below about -30%; further: on the % scale 0 is the no-effect control and ±100 the full control effect
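Compounds tested against the coupling enzymes alone at 57.5 uM final; readout was AmpLite Red fluorescence (525/598 nm) after 20 min at RT.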
RORg inh: inhibitors of mouse ROR gamma transcriptional activity; P51450; Drosophila S2 Gal4-RORgamma UAS-luciferase reporter, 20 h; Potency, µM (titrated, usually from 53.6 µM), for the others: at the top dose activity change, negative = inhibition, most hits filed as inhibitors; 310,000 tested, 5.4% active; AID 2551; further: potency means the concentration at half of the fitted maximal effect; on the % scale 0 is the no-effect control and ±100 the full control effect; nearly all actives have a fitted effect of over 60% in size
Target sequence (P51450 whole entry, looked up, the tested form may be a part): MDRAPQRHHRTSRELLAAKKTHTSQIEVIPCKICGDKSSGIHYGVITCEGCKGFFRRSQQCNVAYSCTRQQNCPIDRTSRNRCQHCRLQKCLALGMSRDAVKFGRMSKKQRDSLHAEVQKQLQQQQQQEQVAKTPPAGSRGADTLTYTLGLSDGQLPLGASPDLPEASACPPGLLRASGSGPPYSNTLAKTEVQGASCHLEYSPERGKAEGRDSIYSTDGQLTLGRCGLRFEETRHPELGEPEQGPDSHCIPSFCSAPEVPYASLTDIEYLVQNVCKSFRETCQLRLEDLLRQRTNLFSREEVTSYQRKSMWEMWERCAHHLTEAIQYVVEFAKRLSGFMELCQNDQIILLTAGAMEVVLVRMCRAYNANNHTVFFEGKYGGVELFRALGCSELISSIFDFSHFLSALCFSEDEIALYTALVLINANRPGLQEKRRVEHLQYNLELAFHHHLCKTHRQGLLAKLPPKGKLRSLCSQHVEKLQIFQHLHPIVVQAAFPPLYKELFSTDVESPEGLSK
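A Gal4/UAS one-hybrid system in insect cells: metallothionein-promoter Gal4–ROR gamma fusion plus Photinus luciferase reporter. Copper sulfate 700 uM final, 20 hr ambient incubation, luminescent detection after 10 min with reagent.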
VP16 counter: counter-screen for ROR gamma inhibitors: Gal4-VP16 reporter | Drosophila S2 Gal4-VP16 UAS-luciferase, luminescence, 20 h | Potency, µM (highest dose often 53.6 µM), inactives show at the top dose activity, negative = inhibition, actives largely listed as inhibitors | 310,000 tested, 3.5% active | AID 2546;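 further: Gal4-VP16 expression switched on by copper sulfate through the metallothionein promoter; potency means the concentration at half of the fitted maximal effect; on the % scale 0 is the no-effect control and ±100 the full control effect; nearly all actives have a fitted effect of over 50% in size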
Giardia kill: Giardia lamblia killing. activity change, % at 7.66 µM, hits read low. 340,000 tested, 0.15% active. Giardia lamblia trophozoite viability; in the data active means activity change below about -80%; inconclusive means between about -30% and that limit;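 further: parasites exposed to compound for two days anaerobically before the ATP read; on the % scale 0 is the no-effect control and ±100 the full control effect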
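Trophozoites 100 cells/well + cpd; 48 hrs, 37 deg C, anaerobic. ATPLite 1-Step added, 15-30 min RT, luminescence read (ATP-based viability).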
ELG1 genotox: induces genotoxicity in HEK293T cells with luciferase-tagged ELG1; HEK293T ELG1-luciferase reporter, luminescence, 16 h; Potency, µM (series often up to 46 µM), inactives show top-dose activity change, positive = activation, most hits filed as activators; 330,000 tested, 1.3% active; AID 504466; further: potency means the concentration at half of the fitted maximal effect; % of control where 0% means no effect; nearly all actives have a fitted effect of over 60% in size
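Luminescence read-out: rising ELG1-luciferase signal, reflecting elevated ELG1 protein under genetic stress, flags genotoxic compounds. Cells were treated for 16 hr at 37 °C before ONE-Glo detection.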
NPC1 prom act: activates the NPC1 promoter; Huh7 NPC1 promoter luciferase reporter, 24 h; Potency, µM (doses to about 9.22 µM), for inactives: at the highest dose activation, actives largely listed as activators; 320,000 tested, 2.4% active;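 further: potency means the concentration at half of the fitted maximal effect; % of control where 0% means no effect; nearly all actives have a fitted effect of over 60% in size; reporter is driven by a mutant NPC1 promoter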
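Stably transfected Huh7 (NPC1 promoter→luciferase), 1500 cells/well in Opti-MEM + 10% FBS, 2 h settle, then compound 24 h at 37 °C. Luminescence after 10 min with Amplite reagent.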
KCNH2 3.1 inh: blocks the human KCNH2 3.1 channel isoform; U2OS KCNH2 3.1, thallium flux FluxOr; stronger effect = lower value; 340,000 tested, 0.95% active; activity change, % (tested at about 1.8 µM);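 active means maximum activity change below -70%; inconclusive means maximum activity change from -70% to -50%; inactive means maximum activity change above -50%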;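 further: thallium influx rate constant from kinetic fluorescence after stimulation buffer; on the % scale 0 is the no-effect control and ±100 the full control effect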
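Thallium flux via FluxOr fluorescence (Red40 quencher, 45 min loading) in U2OS cells virally expressing the KCNH2 3.1 isoform (1.77 x 10^8 /mL virus, overnight at 37 C). Rate constants from 2-min kinetic reads post-stimulation, normalised to positive and negative controls.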
FLuc counter: counter-screen for miR-21 project: firefly luciferase inhibitors or activators | purified FLuc, Km substrates, luminescence inhibition | 360,000 tested, 6.9% active | AID 588342 | Potency, µM (top dose mostly 57.5 µM), inactives show at the top dose activity change, negative = inhibition, actives largely listed as inhibitors;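 further: potency means the concentration at half of the fitted maximal effect; plate controls were vehicle for no effect and reference inhibitor for full effect; nearly all actives have a fitted effect of over 55% in size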
Target sequence (P08659 whole entry, looked up): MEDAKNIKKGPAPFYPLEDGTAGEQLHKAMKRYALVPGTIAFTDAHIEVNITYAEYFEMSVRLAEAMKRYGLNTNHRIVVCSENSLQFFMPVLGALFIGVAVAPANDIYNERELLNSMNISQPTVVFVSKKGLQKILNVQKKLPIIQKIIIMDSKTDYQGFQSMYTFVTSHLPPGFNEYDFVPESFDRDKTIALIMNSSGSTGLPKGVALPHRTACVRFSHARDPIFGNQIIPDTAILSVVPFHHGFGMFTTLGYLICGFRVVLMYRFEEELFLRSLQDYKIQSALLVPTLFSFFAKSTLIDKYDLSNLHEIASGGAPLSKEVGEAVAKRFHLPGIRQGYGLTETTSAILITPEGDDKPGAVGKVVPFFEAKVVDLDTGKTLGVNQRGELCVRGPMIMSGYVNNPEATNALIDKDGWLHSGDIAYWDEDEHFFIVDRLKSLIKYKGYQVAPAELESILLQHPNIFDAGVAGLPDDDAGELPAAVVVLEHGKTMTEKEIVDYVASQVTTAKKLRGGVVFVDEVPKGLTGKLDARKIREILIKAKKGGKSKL
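Purified P. pyralis luciferase, 10 nM final, with Km-level 10 uM D-luciferin and 10 uM ATP in 50 mM Tris acetate pH 7.5, 10 mM Mg acetate, 0.01% Tween-20, 0.05% BSA; 6-point qHTS titration about 60 µM downward; luminescence read.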
uPA generation: blocks generation of uPA at the cell surface; 330,000 tested, 0.31% active; AID 540303; Potency, µM (series often up to 38.3 µM), for the others: at the highest dose activity change, negative = inhibition, usual class: inhibitors; cell surface uPA generation assay, qHTS; active means well fitted inhibition curve with a large enough effect; inconclusive means small, poorly fitted or top-dose-only effect; inactive means no such curve, though single readings can be large or run the other way; tested in mouse RAW 264.7 cells; further: potency means the concentration at half of the fitted maximal effect; on the % scale 0 is the no-effect control and ±100 the full control effect; nearly all actives have a fitted effect of over 55% in size
Rab9 prom act: activates the Rab9 promoter | 320,000 tested, 2.8% active | Huh7 Rab9 promoter-luciferase reporter, luminescence, 24 h | AID 485297 | Potency, µM (highest dose often 9.22 µM), for the others: top-dose activation, negative = inhibition, usual class: activators; further: potency means the concentration at half of the fitted maximal effect; % of control where 0% means no effect; nearly all actives have a fitted effect of over 60% in size
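Huh7 reporter line, Rab9 promoter upstream of luciferase. Compound exposure 24 h at 37 °C in reduced-serum medium with 10% FBS. Read-out: luminescence.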
Starred values were filed as active, the others as inactive; ? = inconclusive; nt = not tested or not shown; [ ] = another dose, or the depositor's remark. Unless noted, the call rests on the fitted dose curve; in most records, active means well fitted curve in the direction sought with a large enough effect; inconclusive means small, poorly fitted or top-dose-only effect, or another doubt; inactive means no such curve, though single readings can be large; an effect the other way counts as inactive or inconclusive.

mol	FLuc counter	Tb PFK block	KCNH2 3.1 inh	VP16 counter	ELG1 genotox	NPC1 prom act	Giardia kill	RORg inh	Rab9 prom act	uPA generation	FBPA coupling cs
O=C(CN1C(=O)S/C(=C\c2ccc(C(=O)O)cc2)C1=O)Nc1ccccc1	-14%	3%	16	-8%	-2%	-1%	-8	-14%[1.91 µM]	3%	-24%	8
O=c1cc(N2CCCC2)[nH]c(=O)n1-c1ccc(Cl)cc1	2%	0%	14	-2%	5%	-4%	0	?	3%	-3%	1
CCC(CO)N=CC1=C(O)C(C(=O)c2ccccc2)CCC1=O (stereo not given)	-2%	0%	10	-6%	0%	-4%	-16	-18%	-4%	4%	2
O=C(Nc1ccc2c(c1)OCCO2)c1cc2ccccc2o1	1.1µM*	-2%	7	?	?	0.89µM*	?	-37%	0.45µM*	-11%	-18
O=C(OCc1cncs1)c1cccs1	0%	-3%	1	0%	1%	6%	-4	-3%	-2%	2%	2
O=C(O)C1CCN(c2ncccn2)CC1	2%	5%	3	-6%	1%	-3%	-1	7%	0%	0%	2
CCCCNC(=O)CC1N=C2c3ccccc3N=C(SCC(=O)Nc3cccc(OC)c3)N2C1=O (stereo not given)	3%	-5%	1	0%	0%	0%	-3	-3%	7%	2%	1
COc1ccc(NC(=O)CSc2c3c(nc4cc(Cl)ccc24)CCCC3)cc1OC	-1%	-2%	-1	-32%	-12%	0%	-2	-9%	-14%	-10%	2
Fc1ccccc1N1CCN(C(c2ccccn2)c2nnnn2C2CCCCC2)CC1 (stereo not given)	0%	2%	-1	14%	-2%	-1%	-5	-2%	-6%	4%	2
C[C@H](CO)N1C[C@H](C)[C@@H](CN(C)CC2CCCCC2)Oc2c(NC(=O)C3CC3)cccc2C1=O	nt	-1%	8	nt	-2%	nt	-22	nt	nt	20%	nt
O=c1c2ccccc2nc(N/N=C/c2c(O)ccc3ccccc23)n1O	1.9µM*	-20%	-15	13µM*	0%	-20%	?	0.89µM*	-30%[inhibitor]	-13%	-22
C(/C=C/c1ccccc1)=N/N1CCN(c2ccccc2)CC1	-14%	0%	-6	?	?	?	1	30%	?	nt	-1
COCCSc1ccccc1C(=O)Nc1cc(C)cc(C)c1	-10%	4%	6	-6%[10 µM]	-7%	-2%	-20	-19%	-12%	-20%	1
Nc1c(NCCN2CCCCC2)c2ccccc2oc1=O	-3%	-3%	15	9%	-3%	-1%	-8	-13%	-1%	8%	-3
CC(C)N1CCN(C2CSCCSC2)CC1CCO (stereo not given)	2%	3%	34	-7%	-2%	4%	-12	1%	-2%	2%	0
O=C(NC(=S)Nc1ccc(Cl)cn1)c1cc([N+](=O)[O-])ccc1N1CCOCC1	-1%	0%	3	-4%	4%	-9%	-5	-17%	0%	-2%	-5
Cc1ccc(-c2nnc(SCC(N)=O)nc2-c2ccc(C)cc2)cc1	-1%	9%	6	-5%	-2%	-7%	-21	-73%	8%	-3%	5
CCn1c(SCC(=O)Nc2ccc(OC)c(OC)c2)nnc1-c1cccs1	1%	1%	6	-6%	0%	4%	-5	-41%	16%	4%	-1
O=C(NCc1ccccn1)Nc1ccc2c(c1)OCO2	?	-5%	7	nt	?	19%	10	5%[0.365 µM]	11%	0%	1
CC1CCCC(NC(=O)COC(=O)/C=C/c2ccc(S(=O)(=O)N3CCOCC3)cc2)C1C (stereo not given)	0%	-1%	10	-6%	2%	3%	-15	4%	-2%	-7%	1
Cc1ccc(NC(=O)COC(=O)C(NS(=O)(=O)c2ccc(Cl)cc2)C(C)O)cc1C (stereo not given)	5%	2%	-1	3%	1%	-5%	?	38%	-3%	-5%	3
Cn1c(=O)c2c(SCc3c(F)cccc3Cl)nc(CC(C)(C)C)nc2n(C)c1=O	2%	9%	-16	-8%	0%	-8%	7	-22%	-3%	-4%	-2
CCOCCCNC(=S)N1C2CCC1CC(NC(=O)NC13CC4CC(CC(C4)C1)C3)C2 (stereo not given)	3%	0%	8	-4%	-1%	-5%	-2	-44%	0%	5%	2
NNC(=O)CSc1nc(-c2ccccc2)cn1-c1ccccc1	-5%	1%	24	18%	0%	-2%	-23	5.6µM*	18%	3%	-1
COCCCNC(=O)CN(CCc1ccccc1)S(=O)(=O)c1ccc(C)cc1	4%	0%	-2	?	-3%	-7%	3	27%	-1%	0%	-1
CCCOc1ccc(C(=O)NC2CCSc3ccccc32)cc1 (stereo not given)	3%	13%	-3	-10%	3%	23%	0	-24%	-1%	2%	4
CCCn1c(=O)c(Cc2ccccc2)c(O)c2ccccc21	0%	4%	19	1%	0%	-3%	-5	5%	1%	-3%	-13
CCOc1ccc(C(=O)Nc2ccc(Cc3ccncc3)cc2)cc1Br	?	0%	15	3%	5%	-2%	-20	8%	-2%	1%	0
CCN(CC)CCNC(=O)c1ccc2c(=O)n(C3CCCC3)c(=S)[nH]c2c1	3%	-1%	-16	1%	-6%	-4%	25	-37%	-8%	nt	2
COc1ccc(OC)c(C(=O)c2ccc(C(=O)Nc3ccc(NC(C)=O)cc3)cc2)c1	3%	-1%	-8	-19%	?	-3%	4	-30%	8%	14%	nt
COc1ccccc1CNC(=O)CN1CCN(S(=O)(=O)c2cccs2)CC1	-1%	3%	-4	22%	-4%	-7%	13	-31%	4%	-14%	-1
C/C(=C\C(=O)C(F)(F)F)Nc1ccc(C(F)(F)F)cc1	-1%	3%	0	-9%	2%	-2%	8	-12%	-4%	7%	-4
CCN1CCN(C(=O)C2CCCN(S(=O)(=O)c3cc(Cl)ccc3Cl)C2)CC1 (stereo not given)	5%	0%	-4	-1%	-7%	3%	5	-39%	-4%	-20%	nt
CCCc1nnc(NC(=O)Cn2c(=O)sc3ccccc32)s1	3%	-3%	-28	4%	0%	2%	-12	-4%	2%	1%	0
CCOC(=O)Cn1c(CN2CCOCC2)nc2c1c(=O)n(C)c(=O)n2C	1%	-5%	0	0%	-8%	7%	4	6%	-1%	3%	0
COc1cccc(CNC(=O)c2cnc(-c3ccccn3)nc2C(F)(F)F)c1	-3%	1%	4	-7%	-1%	-3%	-12	2%	-5%	2%	0
CCc1n[nH]c(=S)n1/N=C/C(C)=C\c1ccccc1	?	-6%	-2	5.6µM*	1%	22%	2	7.1µM*	3%	8%	8
C=C(C(=O)c1ccccc1)C(c1ccccc1)C(C)C(=O)c1ccccc1 (stereo not given)	0%	-1%	-15	16µM*	-3%	0%	-9	2.8µM*	0%	-7%	2
O=C(Nc1ccccc1C(F)(F)F)N1CCN(c2ccccn2)CC1	0%	0%	6	0%	0%	0%	5	21%	1%	18%	1
CN(C)CCNc1oc(COc2ccc(Cl)cc2Cl)nc1C#N	-1%	0%	2	-5%	0%	-2%	7	-16%	6%	nt	-2
C=CCn1c(SCC(=O)Nc2cc(C)c(Cl)cc2OC)nnc1-c1ccco1	1%	1%	-22	1%	-1%	15%	4	?	4%	nt	-4
CCN(CCn1cccn1)C(=O)CCc1nnc(-c2ccc3c(c2)OCO3)o1	-18%	1%	16	16%	8%	0%	-18	-1%	7%	-1%	1
COc1ccccc1/C=C/C(=O)OCC(=O)c1c(N)n(C)c(=O)n(C)c1=O	0%	4%	-7	-2%	11%	-1%	-2	0%	-6%	1%	1
Cc1ccc(C(=O)NCC(=O)NC2CCCCCC2)cc1	2%	-6%	-5	-6%	3%	2%	17	0%	18%	0%	0
CSc1ccc(/C=N/n2c(C)nc3ccccc3c2=O)cc1	2%	-7%	-40	2%	5%	14%	8	-17%	22%	2%	0
COc1ccccc1NC(=O)CCC(=O)OC(C)C(=O)c1ccccc1 (stereo not given)	0%	-2%	-14	0%	4%	0%	-6	3%	-4%	9%	0
Cc1ccc(NC(=O)NNC(=O)c2ccccc2)cc1	-4%	-11%	7	24%	7%	2%	-30	21%	15%	4%	1
CC(CNC(=O)CN1C(=O)C(=O)N(C2CCCC2)C1=O)c1ccccc1 (stereo not given)	5%	-1%	10	nt	-4%	-1%	11	nt	-3%	?	nt
CCN(C(=O)COC(=O)c1cnc(C)cn1)c1c(N)n(Cc2ccccc2)c(=O)[nH]c1=O	6%	-5%	6	nt	1%	-5%	18	nt	-2%	4%	nt
O=C(c1ccncc1)N1CCN(C(=O)c2ccncc2)CC1	1%[2.3 µM]	22%	-20	-4%	0%	0%	5	?	1%	nt	3
